Screening data (PubChem)
TRPV1 ag – HTS Assay for Compounds that Act as Agonists of the Vanilloid Receptor 1 | activation, % at 8.33 µM | TRPV1-expressing cells, Fluo-8 calcium influx, agonist mode | AID 540275, 2011 | Transient receptor potential cation channel subfamily V member 1 (Homo sapiens), Q8NER1 | hit rate 0.19% among 320,000; in the data active = activation above about 80%; inconclusive = between about 30% and that limit; also: 0% is about no effect
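TRPV1-expressing cells were cultured overnight at 35.5C and loaded with Fluo-8 calcium dye for 40 to 90 min at room temperature. After a 10 s baseline, compound was added and calcium influx was read kinetically for 3 min (ex 480/em 520 nm).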
B2AR arrestin – qHTS assay of beta-arrestin-biased ligands of beta2-adrenergic receptor | beta-arrestin recruitment to beta2AR, cell-based reporter | Beta-2 adrenergic receptor (Homo sapiens), P07550 | Potency, µM (highest dose often 46.1 µM), for inactives: top-dose activation, hits mostly activators | AID 492947, 2010 | hit rate 0.02% among 330,000;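 also: potency is read from the fitted curve at half-maximal effect; 0% = DMSO controls and full agonism = EC100 isoproterenol or metaproterenol; nearly all actives have a fitted effect of over 65% in size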
Giardia killer – Small Molecules that selectively kill Giardia lamblia: qHTS; Giardia lamblia trophozoite viability; activity change, % at 7.66 µM, hits read low; hit rate 0.15% among 340,000; AID 540267, 2011; in the data active = activity change below about -80%; inconclusive = between about -30% and that limit;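 also: parasites exposed to compound for two days anaerobically before the ATP read; % is scaled to controls: 0 for no effect and ±100 for the full control effect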
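Luminescence from cellular ATP indicates surviving trophozoites (100 cells/well) following 48 hrs anaerobic compound treatment at 37 deg C; signal develops 15-30 min at room temperature.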
PKM2 act – qHTS Assay for Activators of Human Muscle isoform 2 Pyruvate Kinase | Pyruvate kinase PKM (Homo sapiens), P14618 | purified PKM2, Kinase-Glo ATP luminescence, activation; response scale: 0% is enzyme alone, no compound | Potency, µM (highest dose often 57.5 µM), without a hit: at the highest dose activation, actives largely listed as activators | hit rate 0.34% among 260,000 | AID 1631, 2009; also: potency is read from the fitted curve at half-maximal effect; % is scaled to controls: 0 for no effect and ±100 for the full control effect; nearly all actives have a fitted effect of over 55% in size
Target sequence (P14618 whole entry, looked up, canonical isoform): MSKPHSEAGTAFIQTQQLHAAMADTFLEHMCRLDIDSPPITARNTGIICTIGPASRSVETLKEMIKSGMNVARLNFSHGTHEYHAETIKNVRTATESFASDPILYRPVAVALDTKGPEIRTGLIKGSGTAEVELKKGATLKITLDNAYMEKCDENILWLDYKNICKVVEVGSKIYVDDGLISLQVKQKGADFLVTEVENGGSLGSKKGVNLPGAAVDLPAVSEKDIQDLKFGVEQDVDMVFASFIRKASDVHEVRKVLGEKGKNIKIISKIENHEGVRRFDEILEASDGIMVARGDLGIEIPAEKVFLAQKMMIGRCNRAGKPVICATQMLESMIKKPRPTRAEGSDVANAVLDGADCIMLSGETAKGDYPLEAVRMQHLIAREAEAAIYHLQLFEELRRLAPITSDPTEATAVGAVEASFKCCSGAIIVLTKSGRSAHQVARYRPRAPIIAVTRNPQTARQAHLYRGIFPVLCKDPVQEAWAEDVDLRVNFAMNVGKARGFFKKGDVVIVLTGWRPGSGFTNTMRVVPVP
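Kinase-Glo luminescence reports ATP generated from ADP (0.1 mM) and PEP (0.5 mM) by purified hPK-M2 after 1 h at room temperature, pH 7.2 imidazole buffer; intermediate enzyme activity allows detecting inhibitors and activators.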
USP2a inh – qHTS Assay for Inhibitors of Ubiquitin-specific Protease USP2a Using CHOP2 as the Reporter; Ubiquitin carboxyl-terminal hydrolase 2 (Homo sapiens), O75604; USP2 core, Ub-CHOP2 coupled fluorogenic reporter, 485/531; Potency, µM (titrated, usually from 38.3 µM), for inactives: at the highest dose activity change, negative = inhibition, usual class: inhibitors; hit rate 0.01% among 330,000; AID 463254, 2010;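 also: potency is read from the fitted curve at half-maximal effect; plate controls were DMSO wells for no effect and full inhibition by NEM control for full effect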
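Cell-free coupled assay: 10nM USP2 core preincubated 30min RT with compound in Tris-HCl pH 8.0/CaCl2/CHAPS buffer, then 25nM Ub-CHOP2 and 25nM reporter substrate; fluorescence (Ex 485/Em 531) read after 60min RT, normalized to NEM inhibition, concentration-response curves fitted.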
GALK inhibitor – qHTS Assay for Inhibitors of Human Galactokinase (GALK). P51570. Purified GALK, Kinase-Glo residual ATP luminescence. Potency, µM (top dose mostly 57.5 µM), for inactives: at the highest dose activity change, negative = inhibition, usual class: inhibitors. hit rate 0.007% among 270,000. AID 1868, 2009; also: potency is read from the fitted curve at half-maximal effect; % is scaled to controls: 0 for no effect and ±100 for the full control effect
Target sequence (P51570 whole entry, looked up): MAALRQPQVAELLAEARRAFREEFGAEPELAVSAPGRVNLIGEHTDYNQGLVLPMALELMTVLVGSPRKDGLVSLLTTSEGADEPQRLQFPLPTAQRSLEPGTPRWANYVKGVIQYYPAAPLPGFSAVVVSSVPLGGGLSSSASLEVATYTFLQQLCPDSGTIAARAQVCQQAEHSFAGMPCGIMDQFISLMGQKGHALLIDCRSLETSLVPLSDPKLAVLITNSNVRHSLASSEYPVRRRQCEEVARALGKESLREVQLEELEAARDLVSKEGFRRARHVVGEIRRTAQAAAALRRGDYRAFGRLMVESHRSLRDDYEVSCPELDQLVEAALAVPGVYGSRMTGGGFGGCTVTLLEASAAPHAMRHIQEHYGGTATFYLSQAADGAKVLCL
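Quantitative HTS: GALK 5 nM, ATP 35 uM, galactose 100 uM, 1 h room temperature, then luciferase-based ATP detection.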
Coupling enz – qHTS Assay for Inhibitors of Fructose-1,6-bisphosphate Aldolase from Giardia Lamblia: Coupling assay counterscreen. coupling enzyme system counterscreen, AmpLite Red fluorescence. activity change, negative = inhibition, % at 58.2 µM, hits read low. hit rate 0.67% among 290,000. AID 2472, 2010; in the data active = activity change below about -30%; also: % is scaled to controls: 0 for no effect and ±100 for the full control effect
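First, compound is pin-transferred into glyceraldehyde-3-phosphate coupling-enzyme reagent at 57.5 uM final and held 10 min at RT. Next, substrate, coupling system and AmpLite Red are added. After 20 min RT, fluorescence (525/598 nm) is read.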
KCNH2 3.1 block – qHTS for Inhibitors of KCHN2 3.1: Mutant qHTS | U2OS KCNH2 3.1, thallium flux FluxOr; hits give low values | activity change, % (tested at about 1.8 µM) | hit rate 0.95% among 340,000 | AID 720553, 2013;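 active = maximum activity change below -70%; inconclusive = maximum activity change from -70% to -50%; inactive = maximum activity change above -50%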;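 also: thallium influx rate constant from kinetic fluorescence after stimulation buffer; % is scaled to controls: 0 for no effect and ±100 for the full control effect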
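FluxOr-based Tl+ influx in U2OS cells transduced with KCNH2 3.1 virus; rate constants normalized to DMSO controls.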
hERG WT inh – qHTS for Inhibitors of KCHN2 3.1: Wildtype qHTS | Voltage-gated inwardly rectifying potassium channel KCNH2 (Homo sapiens), Q12809 | U2OS, BacMam KCNH2, thallium flux FluxOr; hits give low values | activity change, % at 1.84 µM | hit rate 0.37% among 340,000 | AID 720551, 2013;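 active = maximum activity change below -70%; inconclusive = maximum activity change between -70% and -50%; inactive = maximum activity change above -50%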; also: % is scaled to controls: 0 for no effect and ±100 for the full control effect
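U2OS cells transduced with wild-type KCNH2 virus are loaded with FluxOr dye for 45 min, and thallium flux is measured in kinetic reads before and after stimulation buffer. Rate constants are normalized to DMSO controls.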
MLL CXXC-DNA inh – qHTS Fluorescence Polarization Assay for Inhibitors of MLL CXXC domain - DNA interaction | Potency, µM (highest dose often 115 µM), without a hit: at the top dose activity change, negative = inhibition, hits mostly inhibitors | Histone-lysine N-methyltransferase 2A (Homo sapiens), Q03164 | hit rate 0.037% among 290,000 | MLL-CXXC / FITC-HOXA9 DNA fluorescence polarization; active = well fitted inhibition curve with a large enough effect in the polarisation, with a control signal flat, not every such curve was filed as active; inconclusive = small, poorly fitted or top-dose-only effect, or effect the other way, or a change in a side signal; inactive = no such curve, though single readings can be large or run the other way; the % refers to the polarisation; also: potency is read from the fitted curve at half-maximal effect
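Fluorescence polarization: 7 uM MLL-CXXC (stock) preincubated 5 min with compounds, then 50 nM fluorescein-HOX-A9 DNA (stock) added; 30 min ambient. Buffer 50 mM Tris-HCl pH 7.5, 50 mM NaCl, 1 mM DTT, 0.05% BSA.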
Menin-MLL TR inh – qHTS Assay for Inhibitors Targeting the Menin-MLL Interaction in MLL Related Leukemias: Competition With Texas Red Labeled MLL-derived Mutant Peptide | O00255 | Menin + Texas Red MLL mutant peptide, fluorescence polarization | Potency, µM (highest dose often 61.6 µM), without a hit: top-dose FP activity change, negative = inhibition, most hits filed as inhibitors | hit rate 0.23% among 270,000; active = well fitted inhibition curve with a large enough effect in the polarisation, with a control signal flat, not every such curve was filed as active; inconclusive = small, poorly fitted or top-dose-only effect, or effect the other way, or a change in a side signal; inactive = no such curve, though single readings can be large or run the other way; the % refers to the polarisation; also: potency is read from the fitted curve at half-maximal effect; % of control where 0% means no effect; many of its hits are not listed in these tables
Active calls of the source: *; ? = inconclusive; . = no result given; & = joins results of further samples; [ ] = another dose, or the depositor's remark. Unless noted, calls follow the shape of the dose curve; as a rule, active = well fitted curve in the direction sought with a large enough effect; inconclusive = small, poorly fitted or top-dose-only effect, or another doubt; inactive = no such curve, though single readings can be large; an effect the other way counts as inactive or inconclusive.

canonical_smiles	TRPV1 ag	B2AR arrestin	Giardia killer	PKM2 act	USP2a inh	GALK inhibitor	Coupling enz	KCNH2 3.1 block	hERG WT inh	MLL CXXC-DNA inh	Menin-MLL TR inh
C=CCC1C(=O)NC(=S)NC1=O	-1	-0.8%	-6	-23%	0%	1%	0	6	-7	0%	7%
Oc1c(Br)cc(Br)cc1Oc1ccc(Br)cc1Br	1	-0.3%	.	1%	2%	.	8	.	.	6%	?
C/C(=C/C=C/[C@@H](C)C(=O)O)[C@H]1CN[C@H](C(=O)O)[C@H]1CC(=O)O	1	-0.2%	7	-1%	1%	.	0&0	14	2	6%	-15%&0%
CNP1(NC)=NC(C(F)(F)F)=NC(C(F)(F)F)=N1	-2	-0.1%	-5	-15%	0%	-2%	2	10	30	4%	1%
C=CCc1ccc(OC)cc1	-1	-0.3%	12	.	-1%	.	3	-13	-1	.	-14%
COc1ccc(NC2=NCC(C)S2)cc1 (stereo not drawn)	-1	0.5%	-2	2%	8%	2%	-1	18	3	-1%	-8%
Cn1c2ccccc2c2c(C(=O)N3CCC4(CC3)OCCO4)cn(C3CCCC3)c(=O)c21	3	-0.3%	5	1%	-1%	0%	1	7	-15	-8%	2%
CCCCSP1(=S)NCCCN1	0	-1.9%	-2	-15%	-11%	0%	-6	11	1	-20%	3%
CCOP(=S)(OCC)SCOC(=O)NCC(=O)OC	1	-0.2%	-13	7%	-1%	6%	1	-8	3	12%	-6%
O=C(COc1ccc(Cl)cc1)NC1CN2CCC1CC2 (stereo not drawn)	1	0.3%	2	3%	0%	1%	5	-4	3	-15%	0%
Nc1c(C(=O)OCc2ccccc2)c2nc3ccccc3nc2n1Cc1cccs1	-7	-0.4%	8	10%	0%	1%	-1	4	-15	15%	-13%
CCCCCSc1cc(O)c(C(CNC)C(C)C)cc1OC (stereo not drawn)	1	-0.6%	-19	12%	-2%	2%	0	-2	3	-5%	-2%
O=C1NC(=O)C(=Cc2ccsc2)C(=O)N1	0	-0.6%	-11	11%	2%	0%	-1	1	-1	-26%	6%
CCCCCn1c(=O)c(C(=O)NCc2ccccc2Cl)c(O)c2ccccc21	0	0.4%	-15	13%	-2%	2%	-4	9	-22	8%	14%
CCCC(=O)c1ccc(CP(=O)(OCC)OCC)o1	2	-0.4%	-7	1%	0%	0%	2	-12	4	-4%	.
CC(C(=O)c1ccc(Cl)cc1Cl)n1cncn1 (stereo not drawn)	4	-0.1%	9	.	6%	4%	5	30	4	18%	-16%
Nc1c2c(nc3sc4c(c13)CCCC4)CCCC2	30	-0.4%	-15	1%	-2%	-1%	0	.	-18	4%	-18%
c1ccc(C2NCc3ccccc3-n3cccc32)cc1 (stereo not drawn)	1	-0.3%	12	-13%	2%	1%	2	12	5	9%	-4%
CNS(=O)(=O)c1ccc(-c2ccc(C=C3C(=O)NC(=O)NC3=O)o2)cc1	2	-0.7%	11	3%	4%	.	0	-3	-2	-15%	62%[activator]
CC(=NCc1ccco1)c1c(O)n(-c2ccccc2C)c(=O)[nH]c1=O	3	0.8%	33[activator]	-1%	-1%	6%	3	7	5	5%	.
O=C(c1ccc2c3c(cccc13)CC2)C1CCCN(CC2CC2)C1 (stereo not drawn)	15	-0.9%	43[activator]	-1%	0%	-1%	-3	-2	-9	27%	?
Cc1ccc(S(=O)(=O)N(C)N=O)cc1	-3	-0.3%	-19	.	1%	.	.	27	-7	.	.
CC(=O)Nc1ccccc1C(=O)OCC(=O)c1ccc2c(c1)OCCO2	5	-0.2%	-9	-8%	2%	2%	3	-6	-5	-7%	?
O=[N+]([O-])/C=C1/NCCN1Cc1ccc(Cl)nc1	-1	-1.0%	5	1%	4%	2%	3	1	-10	-1%	1%
CC/C(=N\NC(=S)Nc1ccccc1)c1c(O)[nH]c(=O)[nH]c1=O	29	-0.5%	11	-1%	-16%	5%	-1	-6	-2	-17%	.
Cc1cc(N2C(=O)C3CCCN3C2c2ccc(Cl)c(Cl)c2)no1 (stereo not drawn)	13	-0.1%	-16	-6%	-1%	-1%	2	-6	8	-5%	-11%
CCCCC(=O)N/N=C/c1c(O)n(CC)c(=S)n(CC)c1=O	-3	-0.1%	0	-15%	14%	-1%	0	-4	8	26%	?
COc1ccccc1CCNC1CCC(C(C)(C)C)CC1 (stereo not drawn)	3	0.0%	-7	-9%	0%	4%	1	-15	11	-15%	?
O=C(/C=C/c1ccc(Br)cc1)NC(=S)N1C[C@H]2C[C@H](C1)c1cccc(=O)n1C2	-1	-0.5%	-6	1%	0%	.	-2	2	1	4%	-2%
c1ccc2c(CNC3CCCCCC3)c[nH]c2c1	6	-0.6%	3	-2%	4%	2%	3	-9	0	29%	-9%
FC(F)(F)c1ccc(CNCCc2c[nH]c3ccccc23)cc1	5	-0.4%	-23	-3%[11.5 µM]	3%	-2%	0	-16	-3	16%	3%
N#CC[N+]1(CCCNP2(=O)C=C(c3ccccc3)OC(c3ccccc3)=C2)CCOCC1	0	0.1%	7	-6%	-2%	0%	0	5	-8	23%	?
O=Cc1cn(Cc2ccc(F)cc2Cl)c2ccccc12	4	0.1%	8	-1%	1%	1%	4	4	1	-5%	3%
O=C(O)c1cc[c]([Hg][Cl])cc1	0	0.0%	-4	.	-2%	.	.	3	5	-2%	-3%
Cc1nc2ccc(P(=O)(O)O)cc2s1	-2	0.2%	.	-1%	2%	7%	2	.	.	0%	1%
C=CCn1c(O)c(C(CC)=NC(C)c2ccccc2)c(=O)[nH]c1=O (stereo not drawn)	3	0.0%	12	-13%	1%	.	-2	-10	0	-8%	-9%
COc1c(C)cc(C(=O)C2CCCN(Cc3cnc(C)s3)C2)cc1C (stereo not drawn)	10	-0.5%	-2	15%	2%	3%	2	7	13	0%	-27%
Cc1cc(C=O)c(C)n1C(C)C	1	-0.2%	-17	5%	7%	-3%	-1	0	1	0%	-9%
O=P1(Oc2ccccc2)C[C@@H](O)[C@@H](O)[C@H](COCc2ccccc2)O1 (stereo partly drawn)	0	-0.7%	11	-1%	-1%	0%	-1	-2	-2	11%	.
CCOC(=O)C1=C(C)OC(N)=C(C#N)C12C(=O)N(C)c1ccccc12 (stereo not drawn)	0	-0.5%	3	-3%	0%	2%	.	3	-14	-5%	-3%
CCCn1ncc(CN2CCCC(C(=O)c3cccc(OC)c3)C2)c1C (stereo not drawn)	8	0.1%	13	17%	1%	6%	2	16	11	1%	-15%
C[C@]12CCC3C(CC[C@H]4C[C@H](OC(=O)c5cccnc5)CC[C@]34C)C1CCC2=O (stereo partly drawn)	.	-0.1%	10	.	-3%	.	.	-6	0	.	.
COc1ccc(-c2cn(CCO)nc2-c2ccc(OC)cc2)cc1	20	-0.4%	9	.	-3%	-2%	-2	18	1	?	?
C[C@]12CC[C@@H]3c4ccc(O)c(O)c4CC[C@H]3[C@@H]1CC[C@@H]2O	-3	-0.3%	7	?	-12%	6%	-47*	6	-4	-1%	?
COC(=O)C1=C(c2ccc(OC)c(OC)c2)C[C@@H]2CC[C@H]1N2C(=O)N1CCOCC1	3	0.1%	?	.	0%	.	.	-3	-23	.	.
COc1cccc(CN2CCN(C(=O)COc3ccc4ccccc4c3)CC2)c1	?	-1.7%	19	3%	-2%	3%	-6	-2	6	-8%	-4%
COc1ccc(CN2CCN(c3ccccc3F)CC2)c(OC)c1	2	-1.0%	.	-3%	-6%	4%	-2	.	.	-4%	-8%
CC(=NCCN1CCCCC1)c1c(O)[nH]c(=O)[nH]c1=O	-1	-0.1%	-9	4%	0%	-1%	3	6	-6	3%	-1%
C/C=C/CC1(CC)C(=O)NC(=S)NC1=O	-1	-0.4%	4	-7%	3%	4%	6	7	-8	-18%	9%

This is a subset (hit frequency here may not be typical).
